Compound activity (PubChem)
UBC13 polyUb: human UBC13 polyubiquitination inhibition. inhibition, % at 20 µM. UBC13 polyubiquitin chain formation, TR-FRET. hit rate 0.47% among 330,000. AID 485273; in the data active means inhibition above about 45%, passing the limit was not always enough
Target sequence (P61088 whole entry, looked up): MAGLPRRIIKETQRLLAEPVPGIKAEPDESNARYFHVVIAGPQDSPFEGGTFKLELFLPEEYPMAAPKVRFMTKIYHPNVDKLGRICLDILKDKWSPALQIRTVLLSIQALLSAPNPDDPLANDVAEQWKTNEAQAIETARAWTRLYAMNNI
697 NFkB inh: inhibitors of the PMA/ionomycin-induced NF-kB reporter in 697 B cells; 697 B-cell NF-kB luciferase reporter, 16 h; inhibition, % at 4 µM; hit rate 0.33% among 330,000; in the data active means inhibition above about 35%
SENP7 block: SENP7 protease inhibition | Q9BQF6 | recombinant SENP7, Z-RLRGG-aminoluciferin luminescence, 40 min | inhibition, % at 5 µM | hit rate 1.5% among 330,000 | AID 434973;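 active means inhibition above about 50% at the single test dose, limit read from the data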;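 further: plate controls were DMSO with enzyme for no effect and no enzyme buffer wells for full effect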
Target sequence (Q9BQF6 706-1050 limits assumed): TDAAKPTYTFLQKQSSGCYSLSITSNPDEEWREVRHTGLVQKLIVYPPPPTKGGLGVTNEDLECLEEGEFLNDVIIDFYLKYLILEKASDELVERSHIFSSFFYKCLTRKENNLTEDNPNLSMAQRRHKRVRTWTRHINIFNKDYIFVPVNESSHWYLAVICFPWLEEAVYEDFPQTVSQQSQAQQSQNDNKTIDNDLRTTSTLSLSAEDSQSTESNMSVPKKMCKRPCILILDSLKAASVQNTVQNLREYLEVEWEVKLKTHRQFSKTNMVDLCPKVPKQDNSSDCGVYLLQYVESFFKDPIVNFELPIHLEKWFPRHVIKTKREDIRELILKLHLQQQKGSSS
Apaf1 inhib: blocks human Apaf-1 apoptosome activity; O14727; reconstituted apoptosome caspase-3 activity, DEVD-Rh110 fluorescence; inhibition, % at 20 µM; hit rate 0.71% among 330,000; AID 489030; active means inhibition of at least 40% at 20 µM;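 further: plate controls were DMSO wells for no effect and DEVD-CHO caspase inhibitor wells for full effect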
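Assay system: Apoptosome proteins | Medium: pH 7.5 Hepes buffer with CHAPS, BSA, DTT | Also added: Cytochrome c and DEVD-Rh110 substrate | Times: 30 min plus 50 min, RT | Detection: Rhodamine 110 fluorescence at Ex 480/Em 540 nm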
HKDC1 inhibitor: inhibitors of human hexokinase HKDC1; AID 493160; recombinant HKDC1, G6PDH/diaphorase resazurin coupled fluorescence; hit rate 0.16% among 340,000; inhibition, % at 20 µM;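 active means inhibition above about 35% when tested at 20 µM, limit read from the data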;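 further: plate controls were DMSO wells with enzyme for no effect and DMSO wells lacking enzyme for full effect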
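Material: recombinant HKDC1 hexokinase; Amount: HKDC1 at 5 µg/mL; Medium: Tris pH 8.0 buffer with MgCl2, Tween-20, BSA, BME; Schedule: 90 min reaction incubation at room temperature, dark; Technique: coupled resazurin fluorescence, excitation 525 nm, emission 613 nm.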
SENP8 block: SENP8 protease inhibition; Q96LD8; purified SENP8, Z-RLRGG-aminoluciferin cleavage, luminescence; inhibition, % at 10 µM; hit rate 1.2% among 330,000; AID 2540
Target sequence (Q96LD8 whole entry, looked up): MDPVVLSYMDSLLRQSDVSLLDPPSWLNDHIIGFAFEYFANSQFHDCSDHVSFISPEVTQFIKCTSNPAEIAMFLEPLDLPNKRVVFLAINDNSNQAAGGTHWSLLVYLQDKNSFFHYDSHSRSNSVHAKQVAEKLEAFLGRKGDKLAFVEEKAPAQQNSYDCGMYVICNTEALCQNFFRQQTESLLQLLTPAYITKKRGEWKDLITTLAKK
Jurkat NFkB inh: lowers PMA/ionomycin-induced NF-kB signal in Jurkat cells | PMA/ionomycin-induced NF-kB luciferase reporter, luminescence | inhibition, % at 4 µM | hit rate 0.53% among 330,000
Gli-Sufu antag: Gli-Sufu pathway antagonism. Sufu-KO-LIGHT fibroblasts, Gli luciferase reporter luminescence. inhibition, % at 5 µM. hit rate 0.74% among 340,000. AID 588413;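 active means inhibition above about 55%, limit read from the data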;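 further: 0% = DMSO-treated cells and 100% = wells with medium but no cells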
The depositor's hits bear a star. Unless noted, no stated cut-off is given here; in the data, active means inhibition above about 50%; inactive means the rest. Random draw from the library. Share with any hit: about 3.6%.

Molecule	UBC13 polyUb	697 NFkB inh	SENP7 block	Apaf1 inhib	HKDC1 inhibitor	SENP8 block	Jurkat NFkB inh	Gli-Sufu antag
Cc1c(O)ccc2c(CC(=O)N[C@@H](Cc3ccccc3)C(=O)O)cc(=O)oc12	12	-2	-4	2	-4	-4	-18	2
Cc1ccc(C(=O)N/C(=C\c2cccs2)C(=O)N2CCN(C)CC2)cc1C	-11	-7	7	-17	-4	-10	12	-2
CCN(C[C@H]1N[C@@](Cc2ccccc2)(C(=O)OC)[C@H]2C(=O)N(Cc3ccccc3)C(=O)[C@@H]12)S(=O)(=O)c1ccc(C(C)(C)C)cc1	-23	-7	-10	19	-2	-10	0	5
COC(=O)CCCC1=CC2=CC(=O)C(C)(OC(=O)c3cccs3)C(=O)C2=CN1Cc1ccco1 (stereo not given)	-56	19	14	15	19	-6	3	7
Cc1ccc(C)c(N2CCN(C(=O)c3csc(C)c3C)CC2)c1	-3	8	7	27	16	-13	-7	3
CC1N(C(=O)N2CCOCC2)CCN1S(=O)(=O)c1cccc(C(F)(F)F)c1 (stereo not given)	7	0	4	-6	-4	7	5	5
CC(=O)NNS(=O)(=O)c1scc(S(=O)(=O)c2ccc(Cl)cc2)c1C	-3	-34	-4	0	0	9	-54	1
Cc1cc(=O)[nH]c(N/N=C/c2c(F)c(F)c(F)c(F)c2F)n1	0	-2	-2	7	-7	-8	-9	10
COc1ccc(-c2nnc3n2-c2ccccc2SC3)cc1OC	-1	-21	-1	3	-3	-5	-13	-11
COc1ccc(-c2ccc(SCC(=O)N3CCN(c4ccccc4)CC3)nn2)cc1	-10	-33	-8	-1	-5	-9	9	1
NC(=O)C[C@H](NC(=O)c1ccc(Cl)cc1)C(=O)OCc1ccccc1	14	12	-5	-11	4	-1	-8	-4
O=C(NCC1CCCN(C(=O)NCc2ccccc2)C1)c1ccc2c(c1)OCO2 (stereo not given)	10	0	2	-6	-7	-3	2	-4
Nn1c(Cc2cccc3ccccc23)nnc1SCCOc1ccc(F)cc1	2	0	-1	12	4	-7	7	-14
Cc1ccc(-c2noc(CSc3nnnn3-c3ccccc3)n2)cc1	6	23	3	12	16	2	2	5
CC(C)(C)C(=O)C[n+]1ccc(C(N)=O)cc1	4	-2	17	2	0	11	6	-1
Cc1ccc(C(=O)N(CCN2CCCCC2)CC2CCCN(C3CCCC3)C2)s1 (stereo not given)	-2	-46	-3	17	8	-6	-36	22
CC1CCCC(NC(=O)c2ccc3c(c2)NC(=O)CS3)C1C (stereo not given)	3	15	-3	6	-4	7	12	2
COc1ccc(CNC(=O)CN(C(=O)c2snc(C(N)=O)c2N)c2ccccc2F)cc1	23	12	5	8	-3	6	2	16
CCOc1cc(/C=C2/NC(=O)NC2=O)cc([N+](=O)[O-])c1O	-154	-11	5	-12	15	3	1	-10
COc1cccc(NC(=O)COC(=O)/C=C/c2c(C)nn(-c3ccccc3)c2C)c1	-2	-19	5	10	4	-1	1	-2
O=C1NC(=O)/C(=C/c2ccc(-c3cccc([N+](=O)[O-])c3)o2)S1	-23	-80	55*	-4	9	66*	-23	0
Nc1nc(-c2ccc(Cl)cc2)nc(-c2ccc(Cl)cc2)n1	3	18	1	-35	3	-2	5	2
COC(=O)CSc1nnc(CNC(=O)c2ccc(S(=O)(=O)N3CCCCC3)cc2)n1C	4	14	-8	-14	-12	-15	13	-1
CC1(C)Cc2c(cnn2-c2ccc(F)cc2)C(NC(=O)CCCN2CCCCC2=O)C1 (stereo not given)	1	-8	3	8	-2	3	-7	8

Record cards (already shown). Order of values: UBC13 polyUb	697 NFkB inh	SENP7 block	Apaf1 inhib	HKDC1 inhibitor	SENP8 block	Jurkat NFkB inh	Gli-Sufu antag
CC1(C)Cc2c(cnn2-c2ccc(F)cc2)C(NC(=O)CCCN2CCCCC2=O)C1 (stereo not given) reads 1	-8	3	8	-2	3	-7	8
COc1cccc(NC(=O)COC(=O)/C=C/c2c(C)nn(-c3ccccc3)c2C)c1 reads -2	-19	5	10	4	-1	1	-2
COc1ccc(CNC(=O)CN(C(=O)c2snc(C(N)=O)c2N)c2ccccc2F)cc1 reads 23	12	5	8	-3	6	2	16
CC1CCCC(NC(=O)c2ccc3c(c2)NC(=O)CS3)C1C (stereo not given) reads 3	15	-3	6	-4	7	12	2
CCOc1cc(/C=C2/NC(=O)NC2=O)cc([N+](=O)[O-])c1O reads -154	-11	5	-12	15	3	1	-10

Continued:
Molecule	UBC13 polyUb	697 NFkB inh	SENP7 block	Apaf1 inhib	HKDC1 inhibitor	SENP8 block	Jurkat NFkB inh	Gli-Sufu antag
Cc1cc(C)c(N2C(=NC(=O)CCCC(=O)O)SC3CS(=O)(=O)CC32)c(C)c1 (stereo not given)	4	8	-8	-3	2	-4	-10	2
O=C(O)CC(NCc1ccco1)C(=O)OCCc1ccccc1 (stereo not given)	10	1	9	-1	-7	2	10	-9
COc1ccc(CN2CCc3ccccc3C2)cc1Br	0	-30	-3	12	0	-1	-8	4
COc1ccc(Cl)cc1/C=C1/C(=O)ON=C1C	-1	10	-4	0	2	-2	6	-11
Cc1cc(C)cc(NC(=O)Nc2ccc(Cl)cn2)c1	-12	1	-6	1	-13	-7	-17	-4
Cc1ccc(-c2nc(CN3CCN(C(=O)C4CCCO4)CC3)cs2)cc1 (stereo not given)	4	-14	0	7	4	0	-5	8
COc1ccc(NC(=O)C23CC4CC(C2)CC(n2cnc(Br)n2)(C4)C3)c(C)c1	-1	17	47	2	-8	7	-7	-3
C/C(=N\Nc1ccccn1)c1cccs1	-4	-113	1	-17	-2	-5	-73	-4
O=C(NNS(=O)(=O)c1ccc(F)cc1)C1CC(c2cccnc2)=NO1 (stereo not given)	-9	0	-6	-3	-14	-8	-2	2
NC(=O)c1ccc(NS(=O)(=O)c2ccc3ccccc3c2)cc1	3	1	4	8	-2	10	2	5
CC1CC(C)CN(CCCNC(=O)c2nn(C)c3c2CS(=O)(=O)c2ccccc2-3)C1 (stereo not given)	7	-4	-1	-3	-5	-3	6	23
O=C1CC(c2ccco2)c2ccc3ccccc3c2N1 (stereo not given)	-14	5	-7	12	0	-5	-6	-5
COC(=O)c1ccc(/C=C/c2c(-c3ccc(OC)cc3)oc3ccc(N4CCOCC4)cc23)cc1	7	7	2	11	1	-4	-32	0
COc1ccc(C2=NN(C(=O)CSc3nc(=O)n4ccc(C)cc4n3)C(c3ccc(C)cc3)C2)cc1 (stereo not given)	23	-13	1	13	0	13	5	18
O=C(COC(=O)C1CC1)Nc1ccc(Cl)cc1Cl	-3	4	0	-10	-5	-5	8	-6
COc1ccc(CN(C)C(C)C(=O)Nc2cccc3ccccc23)cc1 (stereo not given)	6	16	-9	25	7	7	5	0
CCOC(=O)N1CCc2c(sc(NC(C)=O)c2C(N)=O)C1	-8	11	13	5	-3	-5	-1	0
NC(=O)C1CCN(S(=O)(=O)c2cc3c4c(c2)CCN4C(=O)CC3)CC1	-3	-2	1	-4	-8	0	8	-4
CN(C)c1ccc(C(CNS(=O)(=O)c2ccc3ccccc3c2)c2c[nH]c3ccccc23)cc1 (stereo not given)	1	-7	-6	-7	0	1	3	7
Cc1ccc(/C=N\NC(=O)Cn2nnc3ccccc32)o1	-9	24	-5	-14	5	-6	3	-1
CC(CCN(C)C)OC(=O)c1ccc(C(C)c2ccccc2)o1 (stereo not given)	8	-4	2	-8	-8	1	-25	0
CC[C@@]1(C(=O)OC)N[C@H](CN(C)C(=O)c2ccc(C(C)(C)C)cc2)[C@@H]2C(=O)N(Cc3ccccc3)C(=O)[C@@H]21	-5	16	3	24	4	-1	7	5
CCN(C(=O)c1ccc2c(Cl)c3c(nc2c1)CCC3)c1ccc(C)c(C)c1	11	6	3	32	6	10	10	17
N#CCSc1nnc(C2CCCCC2)n1Cc1ccccc1	-1	-13	8	1	-1	-7	4	4

The last 3 records of the section above lead into the next:
Molecule	UBC13 polyUb	697 NFkB inh	SENP7 block	Apaf1 inhib	HKDC1 inhibitor	SENP8 block	Jurkat NFkB inh	Gli-Sufu antag
CC[C@@]1(C(=O)OC)N[C@H](CN(C)C(=O)c2ccc(C(C)(C)C)cc2)[C@@H]2C(=O)N(Cc3ccccc3)C(=O)[C@@H]21	-5	16	3	24	4	-1	7	5
CCN(C(=O)c1ccc2c(Cl)c3c(nc2c1)CCC3)c1ccc(C)c(C)c1	11	6	3	32	6	10	10	17
N#CCSc1nnc(C2CCCCC2)n1Cc1ccccc1	-1	-13	8	1	-1	-7	4	4
CC(C)c1nnc(NC(=O)c2nc(S(=O)(=O)Cc3ccccc3F)ncc2Cl)s1	40	-214	-1	2	3	-9	7	3
Cc1cc(NC(=O)c2ccc(S(=O)(=O)N(C)CC3CCCO3)cc2)no1 (stereo not given)	-16	21	-5	-1	-5	-4	-5	-4
CC(=O)c1cccc(NC(=S)NC(=O)Cc2ccc(Cl)cc2)c1	3	4	-2	18	-2	-1	-2	4
CC(=O)NCCNc1ccc([N+](=O)[O-])cn1	-11	1	-2	3	14	2	-1	-5
CCN(Cc1cnn(C)c1)C(=O)c1cc(COc2ccc(F)cc2F)on1	-3	8	8	-9	-2	0	-6	-9
CC(C)C(=O)N(c1cc2sc(=O)oc2c2ccccc12)S(=O)(=O)c1cccs1	-9	0	-4	26	45*	-7	11	-2
Cc1ccc(SCC(=O)OC(C)C(=O)NCc2ccccc2)cc1C (stereo not given)	2	16	-6	19	-3	16	0	-15
O=C(NCCc1ccc(Cl)cc1)c1ccc2c(c1)OCCO2	0	-223	-20	9	-6	-14	-169	-86
O=C1CCC(=O)N1c1ccc(NCCc2ccccc2F)c([N+](=O)[O-])c1	-20	10	4	-1	-6	-6	10	1
O=S(=O)(Nc1cccc2nsnc12)c1ccccc1	-6	14	-6	7	6	-6	-7	-11
